Screens from PubChem.
PGE2 EP2 inh – human EP2 receptor antagonists, primary screen, TR-FRET cAMP, C6 glioma cells; Prostaglandin E2 receptor EP2 subtype (Homo sapiens), P43116; C6 glioma cells expressing human EP2; cells stimulated with saturating PGE2; inhibition, % at 25 µM; 0.52% of 260,000 active;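 active means percent inhibition above 40 after rounding to a whole number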;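 further: rat C6 glioma host cells with rolipram phosphodiesterase inhibitor present; the protocol text gives 20 µM as final concentration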
Tb hexokinase – Trypanosoma brucei hexokinase 1 inhibitors, primary screen, biochemical, G6PDH-coupled NADH absorbance, MLSCN library | inhibition, % at 10 µM | recombinant TbHK1, G6PDH-coupled NADH A340 | 0.11% of 220,000 active | AID 1430, 2008 | hexokinase 1 [Trypanosoma brucei];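 active means inhibition of 50% or more in the single-dose primary screen; inactive means inhibition below 50%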
Hck Nef HTS – inhibitors of Nef-activated human Hck kinase, primary screen, biochemical, Z-Lyte FRET, 384-well, Hck-YEEI. Tyrosine-protein kinase HCK (Homo sapiens), P08631. Recombinant Hck-YEEI plus Nef, Z-Lyte FRET kinase assay. inhibition, % at 20 µM. 0.68% of 220,000 active. AID 463187, 2010;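 active means Hck-Nef kinase inhibition above about 50%, limit read from the data; inactive means inhibition below that limit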;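 further: 0% = DMSO with Hck plus Nef and 100% = Hck alone without Nef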
Target sequence (P08631 whole entry, looked up): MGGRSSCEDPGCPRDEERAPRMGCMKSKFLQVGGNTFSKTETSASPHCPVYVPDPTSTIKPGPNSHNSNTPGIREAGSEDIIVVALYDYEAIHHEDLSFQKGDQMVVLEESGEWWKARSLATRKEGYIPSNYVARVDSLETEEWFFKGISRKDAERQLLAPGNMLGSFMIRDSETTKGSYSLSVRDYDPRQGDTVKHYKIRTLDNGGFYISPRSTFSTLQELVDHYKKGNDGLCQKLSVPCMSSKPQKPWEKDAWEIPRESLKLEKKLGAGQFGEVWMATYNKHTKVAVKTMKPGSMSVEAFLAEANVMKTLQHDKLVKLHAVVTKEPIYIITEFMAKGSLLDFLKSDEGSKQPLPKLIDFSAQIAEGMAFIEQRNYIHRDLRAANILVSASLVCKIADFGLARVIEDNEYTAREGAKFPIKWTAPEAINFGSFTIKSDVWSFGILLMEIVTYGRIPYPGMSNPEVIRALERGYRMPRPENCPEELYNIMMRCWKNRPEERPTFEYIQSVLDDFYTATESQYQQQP
eIF4E 4G PPI – eIF4E–eIF4G protein interaction inhibitors, primary screen, biochemical, uHTS, TR-FRET, eIF4GI fragment | Eukaryotic translation initiation factor 4E (Mus musculus) + Eukaryotic translation … | TR-FRET eIF4E-eIF4GI(517-606) binding, 2 h | inhibition, % at 21.7 µM | 0.37% of 220,000 active;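 active means inhibition above about 30%, limit read from the data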;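 further: 0% = full FRET control wells and 100% = background wells lacking eIF4GI fragment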
EP2 modulator – EP2 receptor modulators, cAMP readout, primary screen, cell-based, HTRF cAMP, PGE2 stimulation; Prostaglandin E2 receptor EP2 subtype (Homo sapiens), P43116; EP2-expressing cells, cAMP HTRF FRET, PGE2 co-stimulation; induction, % at 25 µM; 0.83% of 260,000 active; AID 940, 2007;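 active means compounds whose cAMP rise, as percent of the full-agonist control response, exceeds 60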;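 further: rat C6 glioma line stably carrying human EP2 under a CMV promoter; the protocol text gives 20 µM as final concentration; 100% = response of wells given 1 µM PGE2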
14-3-3 Bad inh – inhibitors of 14-3-3 zeta/Bad binding, primary screen, biochemical, TR-FRET, bovine 14-3-3 zeta; 0.71% of 220,000 active; TR-FRET 14-3-3zeta/Dy647-pBad peptide displacement, 1 h; 14-3-3 protein zeta/delta (Bos taurus), P63103; inhibition, % at 21.7 µM;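 active means inhibition above about 70%, limit read from the data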;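 further: 0% = full 14-3-3 plus peptide FRET controls and 100% = background without 14-3-3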
Rad51 HR inh – human RAD51 strand exchange inhibitors, primary screen, biochemical, fluorescence; hRad51 DNA strand exchange, fluorescence dequenching; 0.085% of 200,000 active; DNA repair protein RAD51 homolog 1 (Homo sapiens), Q06609; inhibition, % at 10 µM;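 active means inhibition above 40% at the single screening dose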;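 further: 0% = DMSO control wells and 100% = blanks with heterologous ssDNA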
Target sequence (Q06609 whole entry, looked up): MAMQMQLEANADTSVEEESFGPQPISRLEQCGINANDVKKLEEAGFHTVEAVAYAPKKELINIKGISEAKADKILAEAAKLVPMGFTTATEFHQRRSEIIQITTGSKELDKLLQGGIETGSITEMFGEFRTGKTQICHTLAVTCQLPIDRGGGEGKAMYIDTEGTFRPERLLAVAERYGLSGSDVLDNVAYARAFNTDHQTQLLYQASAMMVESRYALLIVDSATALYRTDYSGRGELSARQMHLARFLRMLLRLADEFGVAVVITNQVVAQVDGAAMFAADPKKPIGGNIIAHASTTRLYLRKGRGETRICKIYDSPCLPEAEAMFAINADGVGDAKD
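Material: hRad51 filaments on single-stranded DNA; Reagent: Donor/quencher-labelled 47-bp dsDNA substrate; Compound: 10 µM final, single point; Schedule: 37 °C 15-min filament assembly, 30-min compound preincubation, 15-min exchange; Technique: FRET fluorescence, excitation 485 nm, emission 520 nm; Benchmarks: control wells and blank wells on each plate.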
zVAD death inh – inhibitors of zVAD-triggered necroptosis, primary screen, L929 cells; viability rescue, % at 10 µM; 0.38% of 220,000 active; L929 zVAD necroptosis rescue, ATP luminescence, 24 h; with zVAD 60 µM;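 active means activation, scaled between plate controls, above about 75%, limit read from the data; inactive means activation under that limit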;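 further: 0% = zVAD with DMSO and 100% = DMSO alone without zVAD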
m-calpain inh – inhibitors of pig calpain II, primary screen, biochemical, fluorogenic peptide substrate, 1536-well; purified calpain II, 30 min; inhibition, % at 16 µM; 0.37% of 220,000 active; AID 1236, 2008;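 active means inhibition above about 50%, limit read from the data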
* marks the source's active call; other numbers are inactive results; & = joins results of further samples; [ ] = remark or other dose. A portion of the library (hit frequency here may not be typical).

Preview, 2 compounds:
CCCCc1cc(=O)oc2c(C)c(OCc3nn[nH]n3)ccc12 was read as PGE2 EP2 inh 4, Tb hexokinase -17, Hck Nef HTS 4, eIF4E 4G PPI 3, EP2 modulator -24, 14-3-3 Bad inh 2, Rad51 HR inh 5, zVAD death inh 0.1 and m-calpain inh -12.
`CCOc1ccccc1NC(=O)NCc1ccco1` gave PGE2 EP2 inh 11, Tb hexokinase -7, Hck Nef HTS 15, eIF4E 4G PPI -1, EP2 modulator 14, 14-3-3 Bad inh -3, zVAD death inh 0.3 and m-calpain inh -8.

This part in full (from the top)
CCCCc1cc(=O)oc2c(C)c(OCc3nn[nH]n3)ccc12 was read as PGE2 EP2 inh 4, Tb hexokinase -17, Hck Nef HTS 4, eIF4E 4G PPI 3, EP2 modulator -24, 14-3-3 Bad inh 2, Rad51 HR inh 5, zVAD death inh 0.1 and m-calpain inh -12.
`CCOc1ccccc1NC(=O)NCc1ccco1` gave PGE2 EP2 inh 11, Tb hexokinase -7, Hck Nef HTS 15, eIF4E 4G PPI -1, EP2 modulator 14, 14-3-3 Bad inh -3, zVAD death inh 0.3 and m-calpain inh -8.
For O=C(N/N=C1\CCS(=O)(=O)c2ccc(F)cc21)c1ccc([N+](=O)[O-])cc1 the results were PGE2 EP2 inh 5, Tb hexokinase -34, Hck Nef HTS 16, eIF4E 4G PPI -10, EP2 modulator -4, 14-3-3 Bad inh 0, Rad51 HR inh -10, zVAD death inh 0.6 and m-calpain inh -4.
`CC(C)c1nc(Cl)c(C#N)c2c1CCC2` gave PGE2 EP2 inh 7, Tb hexokinase -10, Hck Nef HTS 19, eIF4E 4G PPI -5, EP2 modulator 39, 14-3-3 Bad inh -3, Rad51 HR inh 16, zVAD death inh 1.1 and m-calpain inh -17.
CCOC(=O)c1ccc(NC(=O)C(=O)NCCc2ccc(OC)cc2)cc1 was read as PGE2 EP2 inh 2, Tb hexokinase -6, Hck Nef HTS 24, eIF4E 4G PPI -3, EP2 modulator 6, 14-3-3 Bad inh -8, Rad51 HR inh -47, zVAD death inh 4.3 and m-calpain inh -33.
CCC(=O)Oc1ccc(NC(=O)c2ccco2)cc1 was read as PGE2 EP2 inh 4, Tb hexokinase -3, Hck Nef HTS 26, eIF4E 4G PPI -1, EP2 modulator -24, 14-3-3 Bad inh -4, Rad51 HR inh 12, zVAD death inh 0.5 and m-calpain inh 4.
For Cc1ccc(C(C)C)c(OCCCN2CC(C)OC(C)C2)c1 (stereo not drawn) the results were PGE2 EP2 inh 19, Tb hexokinase -6, Hck Nef HTS 2, eIF4E 4G PPI 3[fluorescence artefact?], EP2 modulator 25, 14-3-3 Bad inh 31, Rad51 HR inh 5, zVAD death inh 0.0 and m-calpain inh -11.
FC(F)(F)c1ccc(Oc2ccccc2Cl)nc1 was read as PGE2 EP2 inh 4, Tb hexokinase 0, Hck Nef HTS -11, eIF4E 4G PPI -3, EP2 modulator 24, 14-3-3 Bad inh -2, Rad51 HR inh -2, zVAD death inh 2.1 and m-calpain inh 2.
Screening Cc1ccc(CN2CCN(Cc3ccc(Oc4ncccn4)cc3)CC2CCO)cc1 (stereo not drawn) returned PGE2 EP2 inh 10, Tb hexokinase -2, Hck Nef HTS 18, eIF4E 4G PPI 0, EP2 modulator 10, 14-3-3 Bad inh -9, Rad51 HR inh 1, zVAD death inh -0.3 and m-calpain inh -31.
Cc1ccc(Nc2nc(-c3ccc(O)c(O)c3)cs2)nc1 was read as PGE2 EP2 inh 3, Tb hexokinase -3, Hck Nef HTS 36, eIF4E 4G PPI -1, EP2 modulator -14, 14-3-3 Bad inh -3, Rad51 HR inh 9, zVAD death inh 79* and m-calpain inh -85.
COc1ccc(CCNC(=O)CCC(=O)N2CCN(S(=O)(=O)c3ccccc3)CC2)cc1OC was read as PGE2 EP2 inh 8, Tb hexokinase 3, Hck Nef HTS 0, eIF4E 4G PPI -1[fluorescence artefact?], EP2 modulator 33, 14-3-3 Bad inh -2[fluorescence artefact?], Rad51 HR inh -6, zVAD death inh 0.3 and m-calpain inh 7.
Screening Cc1ccc(S(=O)(=O)CCN2CCN(c3ccccn3)CC2)cc1 returned PGE2 EP2 inh 6, Tb hexokinase -1, Hck Nef HTS 6, eIF4E 4G PPI 2, EP2 modulator -5, 14-3-3 Bad inh -1, Rad51 HR inh 3, zVAD death inh 0.5 and m-calpain inh -12.
`COC(=O)c1cn(NC(=O)/C=C/c2cccc(OC)c2OC)c(=O)c2ccccc12` gave PGE2 EP2 inh 11, Tb hexokinase -7, Hck Nef HTS 4, eIF4E 4G PPI 7[fluorescence artefact?], EP2 modulator 3, 14-3-3 Bad inh 20, Rad51 HR inh 19, zVAD death inh -0.1 and m-calpain inh -78.
`CC(C)Nc1ccc(Nc2ccnc3cc4ccccc4cc23)cc1` gave PGE2 EP2 inh 12, Tb hexokinase -15, Hck Nef HTS 69*, eIF4E 4G PPI 14, EP2 modulator -35, 14-3-3 Bad inh -1, Rad51 HR inh 46*, zVAD death inh -3.3 and m-calpain inh -1.
CNC(=O)c1ccc(-c2cc(C(F)(F)F)nn2C)s1 was read as PGE2 EP2 inh 11, Tb hexokinase 3, Hck Nef HTS 11, eIF4E 4G PPI -2, EP2 modulator -46, 14-3-3 Bad inh 1, Rad51 HR inh 22, zVAD death inh 0.3 and m-calpain inh -14.
For Cc1ccc2nc(-c3cc(N)cc(N)c3)oc2c1 the results were PGE2 EP2 inh 15, Tb hexokinase -13, Hck Nef HTS 4, eIF4E 4G PPI 7[fluorescence artefact?], EP2 modulator -27, 14-3-3 Bad inh -14[fluorescence artefact?], Rad51 HR inh -6, zVAD death inh 0.0 and m-calpain inh -115.
Cc1cccc(C)c1N(CC(=O)N/N=C/c1cc(Br)c(C)o1)S(C)(=O)=O was read as PGE2 EP2 inh 17, Tb hexokinase 23, Hck Nef HTS 1, eIF4E 4G PPI 0, EP2 modulator -23, 14-3-3 Bad inh -7, Rad51 HR inh -5, zVAD death inh 0.2 and m-calpain inh 22.
CC(CNC(=O)c1ccc(-c2ccccc2)cc1)CN(C)C (stereo not drawn) was read as PGE2 EP2 inh 7, Tb hexokinase 3, Hck Nef HTS 0, eIF4E 4G PPI 4, EP2 modulator -5, 14-3-3 Bad inh -3, Rad51 HR inh -4, zVAD death inh 0.0 and m-calpain inh -5.
Screening O=C(Nc1ccc2ccccc2c1)/C(=C\c1ccc2c(c1)OCO2)NC(=O)c1ccco1 returned PGE2 EP2 inh 9, Tb hexokinase -1, Hck Nef HTS 2, eIF4E 4G PPI 3, EP2 modulator 30, 14-3-3 Bad inh -4, Rad51 HR inh 3, zVAD death inh 0.6 and m-calpain inh -89.
Screening O=C(Nc1cc(C(F)(F)F)ccc1N1CCOCC1)c1ccccc1F returned Tb hexokinase -2, Hck Nef HTS 1, eIF4E 4G PPI 2, EP2 modulator 52, 14-3-3 Bad inh 73*, zVAD death inh 0.4 and m-calpain inh -14.
For COc1ccc(CCNC(=O)COC(=O)Cc2ccc(OC)cc2)cc1 the results were PGE2 EP2 inh 8, Tb hexokinase 4, Hck Nef HTS 1, eIF4E 4G PPI 1, EP2 modulator 25, 14-3-3 Bad inh -3, Rad51 HR inh -9, zVAD death inh 1.2 and m-calpain inh -14.
Screening O=c1cc(N2CCc3ccccc32)[nH]c(=O)n1Cc1ccc(F)cc1 returned PGE2 EP2 inh 19, Tb hexokinase 3, Hck Nef HTS 2, eIF4E 4G PPI 4, EP2 modulator 27, 14-3-3 Bad inh -2, Rad51 HR inh 4, zVAD death inh -0.1 and m-calpain inh -9.
Screening Cc1ccc2nc(N3CCN(C=O)CC3)nc(-c3ccccc3)c2c1 returned PGE2 EP2 inh 7, Tb hexokinase -8, Hck Nef HTS 12, eIF4E 4G PPI -3, EP2 modulator 50, 14-3-3 Bad inh 5, Rad51 HR inh 0, zVAD death inh 0.3 and m-calpain inh -474.
For CCOC(=O)C1=C(C)NC(C)=C(C(=O)OCC)C1c1ccco1 the results were PGE2 EP2 inh 8, Tb hexokinase -23, Hck Nef HTS 7, eIF4E 4G PPI -1, EP2 modulator 12, 14-3-3 Bad inh -1, Rad51 HR inh 12, zVAD death inh 0.6 and m-calpain inh -26.
O=C(Nc1nncs1)C1c2ccccc2Oc2ccccc21 was read as PGE2 EP2 inh 9&8, Tb hexokinase -3, Hck Nef HTS 3, eIF4E 4G PPI -2[fluorescence artefact?], EP2 modulator 17&-23, 14-3-3 Bad inh -9, Rad51 HR inh 3, zVAD death inh 0.0 and m-calpain inh 26.
For O=[N+]([O-])c1cc(C2Nc3cccc4cccc(c34)N2)ccc1Cl the results were PGE2 EP2 inh 14, Tb hexokinase -11, Hck Nef HTS 1, eIF4E 4G PPI 0, EP2 modulator -5, 14-3-3 Bad inh 0[fluorescence artefact?], Rad51 HR inh -3, zVAD death inh 0.9 and m-calpain inh -11.
`COC(=O)Cc1c(C)c2ccc(OCc3nn[nH]n3)cc2oc1=O` gave PGE2 EP2 inh 9, Tb hexokinase 1, Hck Nef HTS -22, eIF4E 4G PPI 2, EP2 modulator 19, 14-3-3 Bad inh 60, Rad51 HR inh 2, zVAD death inh 0.3 and m-calpain inh inactive.
`Cc1c(C)c2ccc(OS(C)(=O)=O)c(C)c2oc1=O` gave PGE2 EP2 inh 3, Tb hexokinase -2, Hck Nef HTS -4, eIF4E 4G PPI -1[fluorescence artefact?], EP2 modulator 13, 14-3-3 Bad inh -1 and m-calpain inh -136.
For CCC(=O)Nc1cc(C)c(NC(=O)c2ccco2)cn1 the results were PGE2 EP2 inh 11, Tb hexokinase 3, Hck Nef HTS 0, eIF4E 4G PPI 1, EP2 modulator 13, 14-3-3 Bad inh 2, Rad51 HR inh -6, zVAD death inh 1.2 and m-calpain inh -25.
`O=C(Cc1ccccc1)NCCc1cn2ccsc2n1` gave PGE2 EP2 inh 9, Tb hexokinase 26, Hck Nef HTS 0, eIF4E 4G PPI 0, EP2 modulator 10, 14-3-3 Bad inh 5, Rad51 HR inh -4, zVAD death inh 0.9 and m-calpain inh 5.
For NS(=O)(=O)c1ccc2nc(NC(=O)c3ccncc3)sc2c1 the results were PGE2 EP2 inh -1, Tb hexokinase -30, Hck Nef HTS -1, eIF4E 4G PPI 0, EP2 modulator 12, 14-3-3 Bad inh 6, zVAD death inh -0.3 and m-calpain inh 16.
CCN1CCN(c2cc(C(C)(C)C)nc3c(-c4ccccc4)c(C)nn23)CC1 was read as PGE2 EP2 inh 6, Tb hexokinase -13, Hck Nef HTS -1, eIF4E 4G PPI -3, EP2 modulator 13, 14-3-3 Bad inh 2, Rad51 HR inh 4, zVAD death inh 2.9 and m-calpain inh -29.
`N#C/C(C(=O)NCc1ccco1)=C1/SC=C(c2ccccc2)N1c1ccccc1` gave PGE2 EP2 inh 16, Tb hexokinase -2, Hck Nef HTS -5, eIF4E 4G PPI 5, EP2 modulator 45, 14-3-3 Bad inh -1[fluorescence artefact?] and m-calpain inh -44.
